Screens: PubChem, several laboratories
Tat transport – blocks Tat-dependent protein export in E. coli; inhibition, % at 10 µM; AID 488895; E. coli MC4100 TorA-mCherry Tat export, fluorescence; 0.036% of 340,000 active;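 active means mean replicate inhibition at least 50% and at least half of replicates individually reaching 50%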;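 further: exported cargo escapes ClpAP degradation while cytoplasmic cargo is degraded and loses fluorescence; 0% = median of neutral control wells and 100% = median of NaSCN control wells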
SUMO Mot1 rescue – SUMOylation pathway inhibition by Mot1-301 growth rescue. S. cerevisiae Mot1-301 growth rescue, ATP luminescence, 38.5C; percent above DMSO median, 100 means doubled. growth rescue, % at 18.8 µM. 1% of 320,000 active;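 active means every valid replicate shows activation above 250% relative to neutral control wells; inactive means the rest, any valid replicate at or below 250%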;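 further: OY570 slx delta 5 strain wells were the positive control but not used for scaling; some compounds called inactive have numbers as strong as hits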
PKA-R1A act – activators of PKA-R1A complex; P00514+P68181; PKA-R1A dissociation, Cy5-IP20 fluorescence polarization; scaled: DMSO 0%, 113 µM cGMP 100%; activation, % at 11.4 µM; 0.083% of 340,000 active;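 active means percent activation above the mean of all tested compounds plus 3 SD, cut at about 19% in these data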;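 further: higher means more PKAc released from R1A so a rise in polarization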
Arr AP2 block – human beta-arrestin and AP2 interaction inhibition; FITC-arrestin peptide / GST-AP2 beads, flow cytometry; AP2 beta2 appendage carries R879A mutation; inhibition, % at 10 µM; 0.31% of 340,000 active; AID 504490;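 active means inhibition above a set limit, near 3 SD of compounds lacking own fluorescence, cut at about 54% in these data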;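 further: plate controls were DMSO wells for no effect and 5 µM unlabelled arrestin peptide for full effect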
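Material – AP2 appendage R879A on GSH beads · Buffer or medium – PBS with 0.05% Tween 20 and 0.1% BSA · Probe or stimulus – fluorescein-tagged arrestin peptide at 50 nM final · Incubation – compound with beads 12 min RT, then probe 1 h RT · Detection – high-throughput flow cytometry of beads, ex 488, em 535 nm · Evaluation – percent response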
Ecoli viability – reduces bacterial viability in AddAB counter-screen; inhibition, % at 11.9 µM; AID 449728; 0.27% of 330,000 active; E. coli V3065 growth, OD600 absorbance, 18 h;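 active means inhibition above the campaign's mean inhibition across all tested compounds plus 3 SD, cut at about 9.9% in these data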;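 further: uninfected addAB+ strain grown without phage in ampicillin broth; 0% = DMSO wells and 100% = ciprofloxacin 0.95 µg/ml wells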
OPRM1-OPRD1 inv – inverse agonist of human OPRM1-OPRD1 heterodimerization; 0.21% of 340,000 active; AID 504357; cell-based MOR-DOR heterodimer luminescence, inverse agonism; inhibition, % at 9.3 µM; in the data active means inhibition above about 22%, passing the limit was not always enough;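 further: 0% = cells with DMSO and 100% = wells without cells with DMSO; values of inactives mirror those of a sister screen read the other way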
Target sequence (P35372 whole entry, looked up): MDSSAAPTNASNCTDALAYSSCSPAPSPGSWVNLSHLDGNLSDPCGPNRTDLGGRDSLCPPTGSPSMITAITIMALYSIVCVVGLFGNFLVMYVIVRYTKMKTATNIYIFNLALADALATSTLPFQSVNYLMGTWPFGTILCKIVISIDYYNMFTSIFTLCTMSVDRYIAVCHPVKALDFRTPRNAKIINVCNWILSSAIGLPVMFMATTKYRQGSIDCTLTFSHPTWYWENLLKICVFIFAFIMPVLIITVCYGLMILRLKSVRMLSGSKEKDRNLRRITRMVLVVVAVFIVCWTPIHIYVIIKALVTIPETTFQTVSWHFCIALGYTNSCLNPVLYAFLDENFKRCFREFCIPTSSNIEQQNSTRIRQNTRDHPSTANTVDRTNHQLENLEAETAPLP
Target sequence (P41143 whole entry, looked up): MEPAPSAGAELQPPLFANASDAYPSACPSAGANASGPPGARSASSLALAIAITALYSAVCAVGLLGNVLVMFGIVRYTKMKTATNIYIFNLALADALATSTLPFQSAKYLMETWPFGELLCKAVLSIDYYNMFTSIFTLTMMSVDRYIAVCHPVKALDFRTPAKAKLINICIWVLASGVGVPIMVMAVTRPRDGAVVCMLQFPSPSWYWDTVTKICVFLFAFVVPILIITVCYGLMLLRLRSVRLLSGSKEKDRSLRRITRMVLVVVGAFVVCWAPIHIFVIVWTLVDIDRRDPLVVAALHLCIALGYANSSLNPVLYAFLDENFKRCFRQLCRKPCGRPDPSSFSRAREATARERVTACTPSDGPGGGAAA
MOR-DOR ag – agonists of human mu-delta opioid receptor heterodimerization; activation, % at 9.3 µM; 0.3% of 340,000 active; P35372+P41143; cells, OPRM1-OPRD1 heterodimerization, luminescence; AID 504326; in the data active means activation above about 18%;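 further: 0% = vehicle-treated cells and 100% = reference agonist; values of inactives mirror those of a sister screen read the other way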
AddAB inh – less growth of phage-infected E. coli with AddAB; 0.29% of 330,000 active; E. coli expressing H. pylori AddAB, absorbance growth; inhibition, % at 11.9 µM; in the data active means inhibition above about 12%;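 further: 0% = vehicle wells of infected cells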
PfHsp90 set2 – growth inhibition of yeast expressing Plasmodium Hsp90; inhibition, % at 9.4 µM; S. cerevisiae expressing PfHsp90, BacTiter-Glo ATP, 48 h; yeast lacking PDR1 and PDR3 efflux regulators; 0.32% of 310,000 active;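 active means every replicate shows inhibition above about 80%, whatever the replicate mean, limit read from the data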;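 further: 0% = DMSO neutral controls and 100% = 20 µM radicicol positive controls; yeast relying on Plasmodium falciparum Hsp90 in place of its own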
phage Ecoli inh – E. coli growth loss with phage present; growth absorbance; inhibition, % at 11.9 µM; 0.26% of 360,000 active; in the data active means inhibition above about 11%
DSG3 Ab inh – blocks pemphigus antibody binding to human desmoglein-3. binding (percent of control), % at 10 µM. 0.48% of 310,000 active. DSG3-coupled beads, scFv-anti-DSG3-GFP binding, flow cytometry; active compounds read low;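 active means binding more than 3 SD below its plate's average and above zero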;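 further: hits lower antibody fragment binding to DSG3; some compounds called inactive have numbers as strong as hits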
* marks the source's active call; other numbers are inactive results; · = no result given.

SMILES	Tat transport	SUMO Mot1 rescue	PKA-R1A act	Arr AP2 block	Ecoli viability	OPRM1-OPRD1 inv	MOR-DOR ag	AddAB inh	PfHsp90 set2	phage Ecoli inh	DSG3 Ab inh
CCCNC(=O)CN1C(=O)COc2ccc(S(=O)(=O)N3CCCCCC3)cc21	-6.6	·	-0.8	28.3	-0.7	15.9	-3.2	3.2	8.6	0.2	103.3
COC(=O)c1c(NC(C)=O)sc(C(=O)N2CCOCC2)c1C	-1.1	-4.5	2.1	2.1	3.0	-6.8	0.8	1.7	17.0	-0.5	128.1
COCCn1c(=NC(=O)c2cc(-c3cccs3)nc3ccccc23)sc2cc(S(N)(=O)=O)ccc21	-3.4	11.1	11.4	-0.8	-4.2	15.0	-2.5	1.0	-7.3	0.4	86.2
CCSc1nc(COC(=O)NC)c(COC(=O)NC)n1C	1.6	·	-2.6	-230.0	·	4.5	-0.9	·	1.3	0.7	259.2
O=C(CCCCCNC(=O)c1ccccc1Cl)N/N=C/c1ccco1	0.9	24.9	-10.5	2.2	0.3	10.4	-2.1	3.3	18.3	3.3	80.8
COc1ccc(NC(=O)c2ccccc2NC(=O)c2ccccc2)cc1	-2.5	-16.1	10.1	-8.5	2.8	-0.2	0.0	1.6	5.8	-0.7	80.2
CCOc1ccccc1-n1c(=O)c2ccccc2c2ccccc2c1=O	-2.1	7.0	6.0	4.2	0.9	-0.7	0.1	2.0	5.3	4.0	98.2
CC(C)NC(=S)NCc1cccs1	-4.1	4.8	-14.2	22.1	0.8	15.6	-3.0	4.0	-5.4	1.4	104.7
CN(C)CCC=C1c2ccccc2C=Cc2ccccc21	-7.4	189.5	8.7	-5.5	0.8	-1.7	0.3	-1.3	2.2	4.0	103.8
O=C(N/N=C/c1cccs1)c1[nH]ncc1Br	5.2	-17.7	-4.7	-11.5	·	0.2	0.0	·	23.5	0.7	110.3
O=C(CCC1CCCN(Cc2ccc3c(c2)OCCO3)C1)NCc1ccccc1F (centres undefined)	10.4	-6.3	-0.9	-16.6	-2.0	16.3	-3.1	-0.9	37.9	2.5	102.0
Nc1c([N+](=O)[O-])c(=O)sc2ccccc12	-4.1	-3.7	·	13.9	2.8	·	·	-0.2	-11.9	2.2	106.5
COc1ccc(OC)c(NC(=O)C2CCN(c3nc(C)cc(C)n3)CC2)c1	-2.5	-0.7	9.4	5.8	1.5	-0.2	0.0	1.8	-38.0	2.7	103.9
CCN(CC(=O)Nc1ccc(NC(C)=O)cc1)C(=O)c1ccc(NC2CC2)c([N+](=O)[O-])c1	6.4	-13.3	3.9	1.4	4.2	6.7	-1.2	1.9	5.1	2.6	112.3
CCC(CCC(=O)Nc1cccc([N+](=O)[O-])c1)C(=O)O (centres undefined)	-1.1	39.5	2.9	15.0	-3.7	13.5	-2.5	-2.3	-10.7	1.9	97.1
COCCn1cnc2c1c(=O)n(Cc1ccc(C#N)cc1)c(=O)n2Cc1ccccc1	-9.2	89.7	-4.0	-3.9	-3.2	6.0	-1.0	0.8	-15.2	2.0	·
Cc1ncc(CN2CCCC(C(=O)Nc3ccc(-n4ccnc4C)cc3)C2)cn1 (centres undefined)	-3.1	-4.0	-2.0	-1.4	0.2	12.4	-2.4	-0.1	-5.5	0.8	113.1
O=C(COc1ncnc2ccccc12)N1CCN(S(=O)(=O)c2ccccc2)CC1	-10.8	43.2	-2.2	1.5	-0.9	2.7	-0.4	1.9	-7.5	2.2	·
CNC(=O)COC(=O)CCC(=O)c1ccc(Cl)cc1	3.8	·	1.4	22.0	0.4	17.0	-3.5	1.0	·	1.9	114.7
Cc1c(C)c2cccnc2c2ncccc12	0.5	-8.1	-2.0	8.5	47.2*	14.5	-3.7	47.2*	123.6*	·	110.6
O=C(O)c1cccc(CSc2ncn[nH]2)c1	-2.5	-15.0	0.5	-1.6	2.9	-2.2	0.4	0.8	2.0	1.8	97.3
Cc1cc(C(=O)Nc2ccccn2)cs1	8.5	-14.2	-6.1	2.2	3.5	12.6	-2.3	1.5	11.2	1.0	·
O=c1c2nnn(-c3cccc(F)c3)c2ncn1Cc1ccccn1	-0.8	·	-7.2	33.6	1.8	7.9	-1.7	5.1	·	-1.1	112.9
CN(C)/N=C/C=C1\CC/C(=C\c2ccc(Br)cc2)C1=O	-9.4	14.1	6.7	-3.3	-2.5	12.6	-2.0	1.6	-22.3	1.5	103.5
O=C(O)CCC(=O)NCc1ccc2[nH]c3c(c2c1)CCCC3	-6.6	3.1	7.1	6.5	1.7	0.4	-0.1	-1.4	6.7	0.5	100.4

Reprinted from the part before: two compounds, followed by the next part.
SMILES	Tat transport	SUMO Mot1 rescue	PKA-R1A act	Arr AP2 block	Ecoli viability	OPRM1-OPRD1 inv	MOR-DOR ag	AddAB inh	PfHsp90 set2	phage Ecoli inh	DSG3 Ab inh
CN(C)/N=C/C=C1\CC/C(=C\c2ccc(Br)cc2)C1=O	-9.4	14.1	6.7	-3.3	-2.5	12.6	-2.0	1.6	-22.3	1.5	103.5
O=C(O)CCC(=O)NCc1ccc2[nH]c3c(c2c1)CCCC3	-6.6	3.1	7.1	6.5	1.7	0.4	-0.1	-1.4	6.7	0.5	100.4
CCOC(=O)c1c(NC(=O)CSc2ncccn2)sc2c1CCN(Cc1ccccc1)C2	-4.1	·	-7.5	-18.1	·	-21.3	3.1	·	-19.4	1.5	106.7
COc1cc(CNc2ccc(N3CCN(C(C)=O)CC3)cc2)ccc1OCc1ccc(F)cc1	4.1	22.8	-26.0	23.8	-1.3	-49.6	9.6	2.6	15.8	3.8	99.9
CS(=O)(=O)N1CCc2cc(C(=O)Nc3cccc([N+](=O)[O-])c3)ccc21	3.4	-8.0	3.2	-3.8	2.4	12.1	-2.4	3.5	12.0	-0.6	125.7
O=C(N/N=C/c1cc([N+](=O)[O-])ccc1O)C12CC3CC(CC(C3)C1)C2	-2.1	-6.7	-3.7	10.1	0.4	9.3	-1.8	1.2	-13.6	2.6	97.0
COc1ccc(-c2cccc(NS(=O)(=O)c3cc([N+](=O)[O-])c(C)c([N+](=O)[O-])c3)c2)nn1	9.5	8.4	-5.5	-10.0	0.4	-18.8	2.9	-0.4	-7.8	1.5	·
CSc1ccc(-c2c(C#N)c(N)nc3c2CCCC3)cc1	-2.9	-7.5	-4.9	-2.8	1.2	0.3	-0.1	1.6	·	1.4	95.7
Nn1cnnc1N/N=C\c1ccc(-c2ccccc2[N+](=O)[O-])o1	-0.8	·	-2.2	4.8	·	-4.1	0.8	·	15.9	3.0	80.4
Cc1oc(C(C)(C)C)cc1C(=O)N1CCN(c2ccc(C(F)(F)F)cn2)CC1	25.4	-18.9	-5.6	13.8	0.4	-30.6	6.1	1.4	-9.7	-1.6	111.0
CCOc1ccc(CN2CCC(C(=O)Nc3cccc(-c4ccn[nH]4)c3)CC2)cc1Cl	-3.8	·	-16.6	-5.5	1.0	5.1	-1.0	2.7	-0.3	1.6	105.5
CC1=C(C(N)=O)C(c2ccccc2)n2nc(-c3cccs3)nc2N1 (centres undefined)	6.3	-10.6	-2.3	26.7	1.7	8.9	-1.8	3.5	-0.2	1.1	105.2
CCCCNC(=O)CCSc1nc2nc(C)cc(C)n2n1	-1.9	13.3	-4.3	4.0	0.2	4.7	-0.9	0.3	-1.7	·	99.0
O=C(O)c1ccc2c3c(cccc13)C(=O)N(c1cccc3ccccc13)C2=O	-0.5	43.9	-3.5	32.0	1.0	3.7	-0.8	0.5	0.9	3.8	93.8
CC(=O)Nc1nnc(SCC(=O)N2CCN(Cc3ccccc3)CC2)s1	3.9	4.9	2.9	-11.7	1.2	-4.8	0.9	1.9	·	3.3	101.8
CCOc1cc(CNc2ccc(Br)cc2)cc(Br)c1OCC(=O)NC(C)(C)C	1.0	-1.2	-2.3	-4.7	0.9	-14.3	2.4	0.6	30.1	3.7	115.2
CN(Cc1nc2ccccc2[nH]1)C(=O)C1CCC(=O)N(CCc2cccc(F)c2)C1 (centres undefined)	-11.0	-26.4	0.2	-14.9	-2.2	8.1	-1.5	1.8	13.3	0.6	105.5
CS(=O)(=O)N(CC(=O)N1CCCC1)c1cccc(Cl)c1Cl	0.9	530.4*	-10.4	-3.8	-0.1	0.1	0.0	0.7	-24.9	3.1	103.5
COc1ccc(-n2nc(C(=O)NCC(=O)N3CCN(Cc4ccccc4)CC3)c3ccccc3c2=O)c(OC)c1	2.5	317.5	1.1	5.7	-0.9	-3.8	0.5	3.5	31.5	0.7	·
O=C(/C=C/c1ccco1)c1ccccc1O	3.3	-19.5	11.2	2.9	0.3	-1.8	0.3	2.0	-1.1	5.2	99.2
Cc1ccc(SCCNC(=O)/C=C/c2cccc([N+](=O)[O-])c2)cc1	3.2	26.1	-7.5	16.1	1.0	6.7	-1.3	4.5	6.2	3.3	101.2
CCOCCCNC(=O)CSc1nnc(-c2ccc(S(=O)(=O)N3CCCC3)cc2)n1C	0.7	-19.8	5.1	23.9	-2.6	11.1	-1.8	-0.2	-8.0	2.6	90.5
Cc1ccc(C2OCC3(CO2)COC(c2ccc(C)cc2)OC3)cc1 (centres undefined)	-1.4	-8.8	-1.4	0.4	2.1	12.0	-2.4	1.1	8.2	-0.3	101.3
Cc1ccc(C(=O)N/C(=C\c2ccc(-c3ccc([N+](=O)[O-])cc3)o2)C(=O)NC2CCS(=O)(=O)C2)cc1 (centres undefined)	-1.4	19.4	-2.7	-10.1	-0.7	-14.0	2.5	2.9	15.4	2.2	109.2
Cc1ccc2nc(Cl)c3cc(C(=O)N(CCN(C)C)Cc4ccco4)sc3c2c1	-5.0	-14.0	-7.7	-1.0	-2.8	-156.1	31.6*	-1.8	1.9	1.1	97.0
Cc1occc1-c1nnc(SCC(=O)Nc2ccccn2)o1	-0.7	-20.3	-4.8	42.4	-1.3	5.8	-1.1	-0.1	·	2.9	122.7
c1ccc(N2CCN(c3ccccc3)C2c2ccncc2)cc1	5.1	6.8	-4.8	-4.2	-1.1	-7.7	1.3	0.4	·	-11.8	100.9
COc1ccc(-n2c(SCC(=O)N/N=C/c3ccccc3OCC(=O)O)nc3ccccc3c2=O)cc1	2.1	-5.0	-2.6	10.7	-0.8	2.9	-0.6	4.2	4.5	-2.6	98.7
COc1ccc(C(=O)NCC(=O)OCc2ccc(Cl)cc2Cl)cc1OC	-1.0	·	-0.3	-0.8	-2.4	10.3	-2.6	-0.1	9.6	2.7	·
O=P(Cc1cccc2ccccc12)(c1ccccc1)c1ccccc1	-2.1	·	2.5	27.0	·	13.7	-2.6	·	·	-1.2	85.9
CCn1c(N2CCN(C(=S)Nc3ccc(OC)cc3)CC2)nc2ccccc21	-11.9	-14.9	-19.6	8.7	2.6	11.1	-2.0	3.2	-7.9	0.4	97.3
CCCC[C@H]1COCCS(=O)(=O)N1Cc1cccc(F)c1	23.8	54.1	1.1	-4.3	0.3	-6.3	1.4	1.1	-49.5	1.8	108.5
